Compound activity deposited in PubChem BioAssay by Southern Research Specialized Biocontainment Screening Center.
VEEV TC-83 Vero – inhibitors of VEEV TC-83 cytopathic effect, confirmation, Vero cells (AID 588727). Vero cells, VEEV TC-83 cytopathic effect inhibition; higher % means a stronger effect. inhibition, % at 20 µM, or IC50 in µM where a hit was titrated. 350,000 tested, 0.13% active; in the data active = a potency from the dose series; inconclusive = inhibition mostly from about 14% at the one dose, without a potency; inactive = the rest, 99 in 100 with inhibition below about 12%; note: strong numbers were not always called active
M. tuberculosis – growth inhibition of non-replicating M. tuberculosis (AID 488890) | Mycobacterium tuberculosis non-replicating, growth inhibition; higher % means a stronger effect | inhibition, % at 25 µM; hits with a dose series show IC50 in µM | 320,000 tested, 0.39% active; in the data active = a potency from the dose series; inconclusive = inhibition mostly from about 82% at the one dose, without a potency; inactive = the rest, 99 in 100 with inhibition below about 76%;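 note: plate controls were DMSO cells for no effect and high antibiotic wells for full effect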
influenza NS1A – H1N1 influenza NS1A inhibitors, functional cell based assay (AID 504329). NS1A functional cell-based assay, percent inhibition; higher % means a stronger effect. inhibition, % at 12.5 µM; hits with a dose series show IC50 in µM. 340,000 tested, 0.3% active; in the data active = a potency from the dose series; inconclusive = inhibition above about 27% without an active follow-up result; note: strong numbers were not always called active
M. tuberculosis HTS – M. tuberculosis growth inhibition, HTS (AID 449762); M. tuberculosis H37Rv growth inhibition, 7H9 media; higher % means a stronger effect; inhibition, % at 25 µM, or IC50 in µM where a hit was titrated; 330,000 tested, 0.59% active; in the data active = a potency from the dose series; inconclusive = inhibition above about 70% without an active follow-up result;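 note: bacterial growth assessed after seven days of incubation; strong numbers were not always called active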
PhoP GFP inhibition – PhoP regulon inhibitors, Salmonella typhi PhoP promoter GFP reporter, confirmatory (AID 1850); 310,000 tested, 0.33% active; Salmonella Typhi PhoP-promoter GFP reporter, fluorescence, 4 h; higher % means a stronger effect; inhibition, % at 50 µM, or IC50 in µM where a hit was titrated; in the data active = a potency from the dose series; inconclusive = inhibition mostly from about 25% at the one dose, without a potency; inactive = the rest, 99 in 100 with inhibition below about 19%;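 note: 0% = induced wells with vehicle and 100% = uninduced wells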
VEEV TC-83 Vero 10K pilot screen – further read-out of VEEV TC-83 Vero, marked with its call; inhibition, %; measured here: 10K pilot screen inhibition
* marks the source's active call; other numbers are inactive results; i = inactive; ? = inconclusive; · = no result given.

The first 6 records as a preview:
SMILES	VEEV TC-83 Vero	M. tuberculosis	influenza NS1A	M. tuberculosis HTS	PhoP GFP inhibition	others
O=C(NCc1nc2ccccc2[nH]1)c1ccc([N+](=O)[O-])cc1	0.5%	·	-1.9%	1.7%	24.5%
O=C(c1ccc2c(c1)N(Cc1ccccc1)CCS2)N1CCOCC1	2.5%	10.8%	-0.6%	-3.6%	2.2%
O=S(=O)(c1ccc(Cl)c(NC(=S)N/N=C/c2ccc(O)cc2)c1)N1CCOCC1	9.5%	-10.0%	-2.2%	-2.6%	-16.6%
Cc1cccnc1NC(=O)CSc1ncnc2sc(C)c(C)c12	1.9%	-10.2%	7.3%	-7.7%	2.0%
Cc1cc(NC(=O)CSc2nnc3c(C)cc4cc(C)c(C)cc4n23)no1	1.5%	10.2%	-8.7%	-4.6%	-1.5%
COCCn1c(=S)[nH]c2cc(OC)c(OC)cc2c1=O	i	14.7%	2.9%	-5.2%	0.8%

Main list, previewed entries included:
SMILES	VEEV TC-83 Vero	M. tuberculosis	influenza NS1A	M. tuberculosis HTS	PhoP GFP inhibition	others
O=C(NCc1nc2ccccc2[nH]1)c1ccc([N+](=O)[O-])cc1	0.5%	·	-1.9%	1.7%	24.5%
O=C(c1ccc2c(c1)N(Cc1ccccc1)CCS2)N1CCOCC1	2.5%	10.8%	-0.6%	-3.6%	2.2%
O=S(=O)(c1ccc(Cl)c(NC(=S)N/N=C/c2ccc(O)cc2)c1)N1CCOCC1	9.5%	-10.0%	-2.2%	-2.6%	-16.6%
Cc1cccnc1NC(=O)CSc1ncnc2sc(C)c(C)c12	1.9%	-10.2%	7.3%	-7.7%	2.0%
Cc1cc(NC(=O)CSc2nnc3c(C)cc4cc(C)c(C)cc4n23)no1	1.5%	10.2%	-8.7%	-4.6%	-1.5%
COCCn1c(=S)[nH]c2cc(OC)c(OC)cc2c1=O	i	14.7%	2.9%	-5.2%	0.8%
CC(NC(=O)c1ccc2c(c1)OCCO2)C(=O)O (stereo unspecified)	1.7%	-2.6%	-3.3%	4.5%	3.7%
CS(=O)(=O)N(CC(=O)Nc1cccc([N+](=O)[O-])c1)c1cccc(F)c1	0.5%	12.9%	3.4%	-0.3%	7.8%
CCOC(=O)C1=C(C)NC(=O)NC1c1ccc(OCC(=O)Nc2ccccc2)c(OC)c1 (stereo unspecified)	1.4%	·	-2.9%	-7.2%	16.5%
COc1ccc(S(=O)(=O)N2CCCCCC2)cc1C(=O)Nc1ccccn1	3.8%	5.0%	-6.2%	-5.0%	-0.7%
CC(C)(C)OC(=O)NCCCCCNC(=O)c1[nH]cnc1C(=O)Nc1nccs1	1.2%	-0.1%	1.6%	0.1%	·
CCCCN1C(N)=NC[C@@H]1C(C)O (stereo partly specified)	0.1%	5.8%	4.5%	-4.8%	0.1%
Cc1ccc(NC2CCCN(C(=O)CCC3=NNC(=O)CC3)C2)cc1C (stereo unspecified)	1.4%	-20.6%	8.9%	-1.8%	-8.9%
COCCNC(=S)NNC(=O)c1ccco1	i	-2.0%	7.3%	3.0%	5.5%
CC(=O)Nc1ccc2c(c1)OCCOCCOc1cc(NC(C)=O)ccc1OCCOCCOCCO2	·	15.1%	·	-2.2%	-12.8%

Part of the list above in order of count of non-hydrogen atoms, low to high.
SMILES	VEEV TC-83 Vero	M. tuberculosis	influenza NS1A	M. tuberculosis HTS	PhoP GFP inhibition	others
COc1ccc(S(=O)(=O)N2CCCCCC2)cc1C(=O)Nc1ccccn1	3.8%	5.0%	-6.2%	-5.0%	-0.7%
O=S(=O)(c1ccc(Cl)c(NC(=S)N/N=C/c2ccc(O)cc2)c1)N1CCOCC1	9.5%	-10.0%	-2.2%	-2.6%	-16.6%
CCOC(=O)C1=C(C)NC(=O)NC1c1ccc(OCC(=O)Nc2ccccc2)c(OC)c1 (stereo unspecified)	1.4%	·	-2.9%	-7.2%	16.5%
CC(=O)Nc1ccc2c(c1)OCCOCCOc1cc(NC(C)=O)ccc1OCCOCCOCCO2	·	15.1%	·	-2.2%	-12.8%

Additional structures.
SMILES	VEEV TC-83 Vero	M. tuberculosis	influenza NS1A	M. tuberculosis HTS	PhoP GFP inhibition	others
CCN(CC(=O)Nc1ccc(OC)cc1)C(=O)c1ccc(N2CCCC2=O)cc1	i	-0.4%	-2.2%	-1.2%	·
CCOC(=O)CC1COCCN1Cc1cn[nH]c1-c1cc(OC)c(OC)c(OC)c1 (stereo unspecified)	9.9%	2.2%	-7.2%	-1.5%	-8.5%
COc1ccc(S(=O)(=O)N2CCc3ccccc32)cc1C(=O)OCC(=O)c1c(N)n(C)c(=O)n(C)c1=O	2.2%	8.7%	-14.0%	0.9%	-2.1%
CCCNC(=O)c1cc(Cl)c(NC(=O)C2=C(C)OCCS2)cc1OC	4.7%	38.8%	2.9%	?	-0.7%
COc1ccc(S(=O)(=O)Nc2cccc3c2O[C@@H](CN(C)CC2CC2)[C@@H](C)CN([C@@H](C)CO)C3=O)cc1	0.1%	14.2%	0.2%	4.6%	·
COC(=O)CCCCCC(CCC(=O)OC)NC(C)=O (stereo unspecified)	3.1%	-9.5%	-0.5%	-14.1%	4.4%
Cc1ccc(S(=O)(=O)NCC(=O)OCC(=O)Nc2ccc3c(c2)OCCO3)cc1	i	7.7%	-12.3%	4.6%	·
COCCC1CCCCN1C(=O)c1ccc(OC)c(OC2CCN(C(C)=O)CC2)c1 (stereo unspecified)	0.3%	-6.8%	-12.0%	-23.1%	-5.5%
COc1ccccc1-c1nnc(SC(C)C(=O)N2CCOCC2)o1 (stereo unspecified)	1.6%	-5.7%	-7.0%	-1.7%	-1.2%
COc1ccc(CNC(=O)COC(=O)c2c(-c3c(F)cccc3Cl)noc2C)cc1OC	i	25.0%	-2.0%	5.0%	-4.8%
COc1cccc(OC)c1NC(=O)CN1CCC(NC(=O)c2cccc(F)c2)CC1	2.1%	-15.2%	-5.7%	-5.4%	-1.2%
Cc1ccc(Cl)cc1NC(=O)N[C@@H](C)C(=O)O	3.6%	4.1%	3.2%	-4.3%	-2.6%	VEEV TC-83 Vero 10K pilot screen=0.4
CC(=O)Nc1cc(S(=O)(=O)Nc2ccc(C)cc2)c(C)cc1C	i	-5.0%	1.3%	-2.5%	0.7%
COc1ccc(OCC(=O)NNC(=O)c2cccc(O)c2)cc1	0.2%	47.1%	2.3%	-4.9%	-5.5%
CCCCOc1ccc(C(=O)Nc2ccc(N3CCN(C(=O)C(C)C)CC3)cc2)cc1	0.6%	44.0%	20.2%	11.1%	-7.3%
NC(=O)[C@H]1CC2(CC(c3cccc(NC(=O)COc4ccc(Cl)cc4)c3)=NO2)CN1C(=O)c1ccccc1C(=O)c1ccccc1 (stereo partly specified)	4.4%	28.8%	-1.9%	?	-1.1%
CNC(=S)N(CCc1c(C)[nH]c2ccc(F)cc12)Cc1ccco1	0.4%	17.9%	22.8%	?	-5.7%
CCCOC(=O)c1c(-c2ccccc2)nc(CC)c(C(=O)SCC)c1CCC	i	-0.6%	4.3%	-1.0%	-12.0%
O=C(CSc1nc(-c2ccncc2)nn1CC(=O)N1CCCCC1)NC1CCCC1	0.7%	-17.4%	-9.3%	-7.2%	-6.1%
O=S(=O)(c1cc(Cl)ccc1Cl)N1CCCCC1	2.0%	9.8%	-3.2%	6.2%	-3.9%
O=C(O)C1C2C=CC(C2)C1C(=O)NC1CCS(=O)(=O)C1 (stereo unspecified)	2.1%	1.0%	14.3%	-0.9%	-2.9%
Cc1cccc(/C=N/N(CCO)C2=NS(=O)(=O)c3ccccc32)c1	8.2%	-3.0%	3.6%	59.6%	2.7%
C[C@@H](C(=O)NCCc1c[nH]c2ccccc12)[C@@H]1C[C@@]1(C)[C@@H](NC(=O)OCc1ccccc1)c1ccccc1	0.5%	33.0%	6.0%	8.6%	0.2%	VEEV TC-83 Vero 10K pilot screen=4.4
O=C(Nc1cccc(S(=O)(=O)N2CCCCC2)c1)Nc1ccc(Cl)cc1Cl	6.5%	30.7%	0.1%	1.4%	-0.8%
CCCCOc1ccc(-c2cc(C(=O)NNC(=S)NCC)c3ccccc3n2)cc1	i	10.7%	18.9%	?	-4.1%
Cc1ccc(S(=O)(=O)NCC(=O)N(CC(=O)NCC2CCCO2)CC2CCCO2)cc1 (stereo unspecified)	i	-3.4%	3.4%	2.2%	1.6%
Nc1cc2c(cc1[N+](=O)[O-])OCCO2	0.8%	-13.9%	4.0%	-7.3%	-5.6%

Among those listed so far, these have a furan ring, fused or not.
SMILES	VEEV TC-83 Vero	M. tuberculosis	influenza NS1A	M. tuberculosis HTS	PhoP GFP inhibition	others
COCCNC(=S)NNC(=O)c1ccco1	i	-2.0%	7.3%	3.0%	5.5%
CNC(=S)N(CCc1c(C)[nH]c2ccc(F)cc12)Cc1ccco1	0.4%	17.9%	22.8%	?	-5.7%
